# Screening data: PubChem BioAssay, several laboratories
# FID counter – fluorescent intercalator displacement, NS3 helicase counter-screen; DNA fluorescent intercalator displacement, fluorescence; AID 1845; actives 0.17% (n = 290,000); inhibition, % at 7.9 µM; in the data active = inhibition above about 37%;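 note: 0% = vehicle and 100% = reference compound; higher means more ethidium bromide displaced from hairpin DNA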
# PHOSPHO1 block – PHOSPHO1 (human) inhibition. actives 1.1% (n = 290,000). inhibition, % at 13.3 µM. AID 1565. recombinant PHOSPHO1, absorbance phosphatase assay; in the data active = inhibition above about 60%
# Target sequence (Q8TCT1 whole entry, looked up): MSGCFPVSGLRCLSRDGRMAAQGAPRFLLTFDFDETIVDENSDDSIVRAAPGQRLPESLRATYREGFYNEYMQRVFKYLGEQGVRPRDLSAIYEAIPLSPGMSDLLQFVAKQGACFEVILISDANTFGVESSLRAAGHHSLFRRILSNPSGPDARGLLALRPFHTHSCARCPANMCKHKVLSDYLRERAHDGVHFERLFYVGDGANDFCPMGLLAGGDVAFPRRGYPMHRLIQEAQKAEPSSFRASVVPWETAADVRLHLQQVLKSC
# IMP-1 inh – inhibitors of Pseudomonas aeruginosa IMP-1 metallo-beta-lactamase; purified IMP-1, nitrocefin hydrolysis, epi-absorbance fluorescence; inhibition, % at 5.6 µM; actives 0.45% (n = 290,000);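 active = inhibition above the mean plus 3 SD of all compounds in the same screening run, cut at about 4.5% in these data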;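 note: 0% = IMP-1 with DMSO and 100% = DMSO wells lacking enzyme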
#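 Assay system: purified IMP-1; Quantity: IMP-1 0.2 nM before substrate addition; Medium: HEPES buffer pH 7.1 with ZnSO4 and Brij 35; Incubation: 15 min enzyme–compound preincubation, then 25 min nitrocefin reaction, 25 °C; Signal: fluorescence quenching readout, ex 480/em 530 nm; Controls: DMSO with and without IMP-1; Repeats: singlicate testing.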
# HCV NS3 hel inh – inhibitors of Hepatitis C virus NS3 helicase; NS3 helicase DNA unwinding, Cy5 molecular beacon fluorescence; inhibition, % at 10.9 µM; actives 0.56% (n = 290,000); AID 1800;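 active = inhibition above the mean of all tested compounds plus 3 SD, set per campaign, cut at about 35% in these data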;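 note: 0% = DMSO wells and 100% = thioflavine S control wells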
#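 System: Hepatitis C virus NS3 helicase domain fragment enzyme | Reagent: Annealed dual-labelled DNA beacon duplex, ATP-started | Compound dosing: 10.9 µM single point, 0.8% DMSO | Incubation: 1 h reaction at 25 °C, ATP-initiated | Technique: Cy5 fluorescence | Evaluation: Percent inhibition from t60/t0 fluorescence ratio | Benchmarks: Low DMSO, high thioflavine S at 110 µM | Replication: Singlicate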
# V1R ag counter – activates human V1a receptor in oxytocin agonist counter-screen. P37288. CHO-V1R cells, Fluo-8 calcium fluorescence, agonist mode; 0% DMSO, 100% 3 nM vasopressin. activation, % at 3 µM. actives 0.25% (n = 320,000);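 active = activation above the mean activation of all tested compounds plus 3 SD, per screening run, cut at about 20% in these data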;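 note: signal is peak over basal fluorescence ratio across a 100 second FLIPR read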
# OXTR agonist – agonists of human oxytocin receptor | P30559 | CHO-OTR cells, Fluo-8 calcium fluorescence; normalized: DMSO 0%, oxytocin 100% | activation, % at 3 µM | actives 0.32% (n = 320,000) | AID 2435;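 active = activation above the mean of all tested compounds plus 3 SD, cutoff set per screening run, cut at about 20% in these data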;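 note: peak over basal fluorescence ratio from a 100 s FLIPR kinetic read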
# Target sequence (P30559 whole entry, looked up): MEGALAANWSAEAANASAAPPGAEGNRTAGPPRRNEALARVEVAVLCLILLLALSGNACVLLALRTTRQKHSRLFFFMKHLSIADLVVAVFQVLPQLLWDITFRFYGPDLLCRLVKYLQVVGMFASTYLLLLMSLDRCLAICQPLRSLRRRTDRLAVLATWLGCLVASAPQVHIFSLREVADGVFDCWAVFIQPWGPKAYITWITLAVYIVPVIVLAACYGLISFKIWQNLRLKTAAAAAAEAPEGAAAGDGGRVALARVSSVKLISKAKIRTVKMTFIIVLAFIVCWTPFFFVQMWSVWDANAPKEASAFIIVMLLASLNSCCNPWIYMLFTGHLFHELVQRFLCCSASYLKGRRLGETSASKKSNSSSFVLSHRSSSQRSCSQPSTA
# GalR3 antag – antagonists of human GalR3. inhibition, % at 3 µM. O60755. actives 0.44% (n = 360,000). HEK293 GalR3-CNG cAMP membrane potential fluorescence; galR3 body fused to GalR1 C-terminus;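 active = inhibition above the screen-wide average plus 3 SD, cut at about 13% in these data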;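 note: forskolin and galanin both at EC90 stimulate the cells; cAMP rise reported by CNG channel membrane potential dye signal; 0% = forskolin plus galanin with DMSO and 100% = forskolin alone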
# GPR7 antag – antagonists of human GPR7 (neuropeptides B/W receptor 1); actives 1.1% (n = 290,000); inhibition, % at 4.4 µM; AID 1861; GPR7-expressing cells, fluorescence antagonist assay; P48145; in the data active = inhibition above about 16%, passing the limit was not always enough;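 note: cells stimulated with the agonist NPW; 0% = agonist with vehicle and 100% = vehicle without agonist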
# Target sequence (P48145 whole entry, looked up): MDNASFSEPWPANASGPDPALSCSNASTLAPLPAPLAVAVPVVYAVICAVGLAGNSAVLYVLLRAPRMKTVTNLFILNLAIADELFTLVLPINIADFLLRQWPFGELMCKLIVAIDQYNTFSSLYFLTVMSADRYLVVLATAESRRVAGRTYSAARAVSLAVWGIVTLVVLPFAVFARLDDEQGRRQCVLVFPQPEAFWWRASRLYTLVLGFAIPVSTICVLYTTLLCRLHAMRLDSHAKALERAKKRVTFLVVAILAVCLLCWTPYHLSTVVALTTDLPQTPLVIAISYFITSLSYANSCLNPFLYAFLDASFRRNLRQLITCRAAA
# VIM-2 inh – inhibitors of Pseudomonas aeruginosa VIM-2 metallo-beta-lactamase; purified VIM-2, nitrocefin hydrolysis, epi-absorbance fluorescence; inhibition, % at 5.6 µM; actives 0.89% (n = 290,000); AID 1527;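 active = inhibition above the mean of all tested compounds plus 3 SD, cutoff set per screening run, cut at about 7.5% in these data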;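 note: red hydrolysis product quenches plate fluorescence so inhibitors raise well fluorescence; 0% = enzyme with DMSO and 100% = DMSO without enzyme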
# * hit, by the source's call; · = no result given.
SMILES,FID counter,PHOSPHO1 block,IMP-1 inh,HCV NS3 hel inh,V1R ag counter,OXTR agonist,GalR3 antag,GPR7 antag,VIM-2 inh
CCN(CC)CCNC(=O)c1ccc(NC(=O)c2ccc(F)cc2F)cc1,8,46,-1.4,-8,0.2,0.0,1,-17,0.1
COc1cccc(-c2nc3n(n2)C(c2cccs2)C(C(=O)Nc2cccnc2)=C(C)N3)c1 (stereo unspecified),-10,18,-1.4,1,0.8,0.7,-2,-14,1.1
CCOC(=O)c1nc(NCc2ccccc2)sc1C,-20,-97,-2.1,5,2.4,-1.3,-11,-9,-3.1
COCCNc1nc(SC)nc2sc3c(c12)CCN(C)C3,3,22,-0.1,17,2.8,0.7,1,-1,9.8*
O=C1[C@H]2[C@@H](c3ccc(Cl)cc3)N3C(=O)N(c4cccc(Br)c4)C(=O)[C@@]3(Cc3ccc(Cl)cc3)[C@H]2C(=O)N1C1CCCCC1,-9,25,-2.4,14,0.2,0.0,1,3,-1.5
O=C(O)c1ccccc1SCC(=O)N1CCc2ccccc21,-3,8,-2.3,-2,0.3,1.2,5,-7,-1.9
COc1ccccc1-c1nnc(NC(=O)c2ccc(S(=O)(=O)N(C)C)cc2)o1,-6,-5,-2.2,9,-0.5,-0.5,-8,14,-1.8
COc1ccc(CNS(=O)(=O)c2ccc3c(c2)CCN3C(=O)C2CC2)cc1,-15,9,-5.1,0,6.3,7.0,-1,1,-0.5
CC(C)Cn1c(N)c(C(=O)CSc2nc3ccccc3c(=O)n2CCCN2CCOCC2)c(=O)n(C)c1=O,-5,24,-2.2,-3,0.7,-0.1,·,-8,-1.6
Cc1ccc(-c2nnc(N3CCN(C(=O)CN4C(=O)c5ccccc5C4=O)CC3)c3ccccc23)cc1,-2,·,-0.9,3,1.9,-0.2,-2,-6,-0.6
O=C(O)C1CCN(c2nc(-c3ccccc3)c3cc(Br)ccc3n2)CC1,-16,25,3.9,48*,2.2,0.5,-12,20,-0.6
Cc1c(NC(=O)CSC2=C(C#N)C(c3ccccc3F)CC(=O)N2)c(=O)n(-c2ccccc2)n1C (stereo unspecified),-14,-16,-1.7,-3,-0.4,-1.3,-2,-7,-3.3
COC(=O)C1=CN(c2ccc(F)cc2)C=C(C(=O)OC)C1c1cccc([N+](=O)[O-])c1,-21,28,-3.5,-5,1.3,-2.4,-13,7,-1.6
CCCC(=O)Nc1cccc(C(=O)Nc2ccccc2OCC)c1,-15,-5,-2.0,1,0.8,0.5,-3,1,-3.4
Cc1nc2sc(C(=O)O)c(N)c2c2c1COC(C)(C)C2,3,66*,-6.2,8,1.1,-0.5,-2,-13,-4.5
CC(C)Cn1c(=O)c2ccccc2n2c(CCC(=O)NCC3CCCO3)nnc12 (stereo unspecified),-29,16,-1.3,6,1.0,-0.6,-4,-17,-0.1
Cc1nnc(SCCC(C)C)[nH]c1=O,3,24,-2.4,-3,-0.1,-0.8,5,-12,0.1
Cc1cc(NC(=O)CN2CCC(n3nnc4cc(C(F)(F)F)ccc43)CC2)no1,-6,-8,-4.9,-2,-0.2,-2.0,-2,-16,-3.0
O=C(COC(=O)[C@H](Cc1ccccc1)NC(=O)c1ccco1)NCc1ccccc1,-29,19,-1.3,-1,-0.3,0.2,7,13,0.5
CC[C@@H](C)C(NC(=O)OC(C)(C)C)c1cn([C@@H](Cc2cc3ccccc3[nH]2)C(=O)N2CCN(C(=O)OC(C)(C)C)CC2)nn1 (stereo partly specified),-44,14,-1.2,0,0.3,-1.6,-1,-11,-4.0
COc1ccc(OC)c(-c2csc(NC(=O)Cc3ccccc3F)n2)c1,-16,48,0.1,-10,-1.2,-0.8,0,-1,0.2
COCCCNC(=S)N1CCN(S(=O)(=O)c2ccc(OC)cc2)CC1,-10,-25,-0.2,-10,0.3,-0.8,-4,-1,-0.8
O=C(c1ccc2snnc2c1)N1CCSCC1,1,99*,0.5,7,0.9,0.4,-2,4,-0.4
CCCCOC(=O)c1sc2nc(N3CCOCC3)c3c(c2c1N)CC(C)(C)OC3,-6,-3,-1.6,8,0.8,3.7,-5,-11,-1.5
CC(CCc1ccco1)NC(=O)CCc1nnc2ccc(NCc3ccccc3)nn12 (stereo unspecified),-42,28,-2.7,11,-1.4,-1.0,-9,-4,-1.7
CCC(C)[C@H](NC(=O)N1CCN(C)CC1)C(=O)OC (stereo partly specified),-3,0,-4.3,-6,-0.1,1.3,1,-3,-2.3
COC(=O)C1(S(=O)(=O)C2(C(=O)OC)CCCC2)CCCC1,-1,1,-4.3,10,-0.1,-0.5,1,-5,0.4
Cc1cc(NC(=O)CSc2nc3ccccc3n2CC(C)C)no1,-27,-3,-1.7,1,-1.9,-1.9,-6,-4,-1.1
CCOc1ccc(-n2c(N)c(C(=O)NCC3CCCO3)sc2=S)cc1 (stereo unspecified),-14,-76,0.3,-1,0.2,-1.5,0,13,1.3
Cc1ccccc1C(=O)Nc1ccc(S(=O)(=O)N2CCOCC2)cc1,-5,·,-1.8,2,2.5,0.7,·,11,-1.8
COC(=O)C1CN(S(=O)(=O)c2ccc(C)cc2)CCN1S(=O)(=O)c1ccc(C)cc1 (stereo unspecified),-6,26,-1.9,-3,-0.7,-2.5,3,-4,-2.7
CC(C)(CNc1ccc([N+](=O)[O-])cc1Cl)N1CCOCC1,-6,6,-3.4,0,-1.1,-0.9,-9,-2,0.8
O=C(c1cnn(C(=O)c2cccc(S(=O)(=O)N3CCOCC3)c2)c1)c1ccccc1O,-1,24,-4.4,-4,-1.2,-0.7,-1,-3,-1.9
CCCCn1c(CN2CCN(C(=O)OCC)CC2)nc2c1c(=O)[nH]c(=O)n2C,-29,10,-3.1,-1,-0.1,1.6,·,-5,-2.7
Cc1ccc2c(c1)C(c1ccccc1)N(C(=O)c1ccc(Br)cc1)CC(=O)N2 (stereo unspecified),-40,24,-1.6,-1,·,·,-12,-1,-2.4
Cc1c(C(=O)NCC2CCCO2)cccc1[N+](=O)[O-] (stereo unspecified),-1,-2,-2.7,-8,0.5,-0.9,-2,-8,-1.6
CCN1CCN(CCC2Oc3cc([N+](=O)[O-])ccc3NC2=O)CC1 (stereo unspecified),-1,1,-3.6,19,-0.3,0.5,-3,3,-2.8
COC1CCCCC1NS(=O)(=O)c1ccccc1 (stereo unspecified),7,4,-0.3,-7,0.2,-0.2,1,-6,-0.8
c1ccc(Cc2nnc3sc(-c4ccc5c(c4)OCCO5)nn23)cc1,-20,50,-5.2,-4,-0.6,-2.0,2,-4,-3.3
CCOC(=O)c1sc(=NC(=O)/C=C/c2ccccc2)n(C)c1C,-1,20,0.5,15,-0.8,0.5,-4,5,2.0
Cn1c(=O)oc2cc(S(=O)(=O)NC3CCCCCCC3)ccc21,-15,-9,-3.6,-1,5.7,1.9,-1,-11,-1.9
Cc1cccc(NC(=O)C23CCC(C)(/C(=N/O)C2)C3(C)C)c1 (stereo unspecified),-2,10,-6.0,12,-0.2,-0.7,-4,-10,-3.8
CCOC(=O)C(NC(=O)NCc1cccc(C(F)(F)F)c1)(OCC)C(F)(F)F (stereo unspecified),-7,-26,-2.9,-3,-0.8,-2.9,-5,-3,1.6
O=C(NCC(=O)N(CC1CCCO1)C1(C(=O)NC2CCCCC2)CCCCC1)c1ccccc1 (stereo unspecified),-35,-2,-2.7,-5,0.1,-1.2,-5,-1,-1.9
O=S(=O)(c1ccc(Br)cc1)N1CCN=C1SCc1cccnc1,-4,-4,-3.4,5,1.5,-0.4,-3,5,-3.6
COc1ccccc1C(N)=S,-2,5,0.8,1,0.9,-0.5,0,0,0.9
Cc1cccc(C)c1N(CC(=O)NCc1ccc(F)cc1)C(=O)c1csnn1,-11,2,-2.8,-5,0.2,0.6,-1,2,-1.9
O=C(NCc1cccnc1)C1CCCCN1S(=O)(=O)c1ccc(F)cc1 (stereo unspecified),-3,0,-3.0,-1,-1.1,0.0,-4,-15,-0.6
CCN(CC)C(=O)C1=C(C)Nc2nnnn2C1c1cccnc1 (stereo unspecified),-1,22,-2.4,0,0.2,1.0,-1,-8,-2.2
COc1ccc(N2CCN(C(c3ccc4ncccc4c3)c3nnnn3C(C)C)CC2)cc1 (stereo unspecified),-34,18,-2.1,-10,-0.2,-0.4,0,-2,0.2
O=C(NCCC1=CCCCC1)c1ccc(=O)oc1,-1,-15,-2.5,0,-0.1,-0.3,-6,-3,-2.4
Cc1ccc(C(=O)Nc2c(C)n(C)n(-c3ccccc3)c2=O)cc1,9,-3,-3.8,6,0.9,0.4,-2,-2,-1.4
O=C(NC1CC2CCCC(C1)N2Cc1ccccc1)c1cccc(Cl)c1 (stereo unspecified),12,8,-2.4,-19,0.9,0.5,-10,-8,-1.5
O=C(/C=C/c1ccco1)NC(=S)Nc1cc(C(F)(F)F)ccc1N1CCOCC1,-4,0,-4.5,-8,-0.3,-1.1,0,1,-3.7
COCCCNC(=O)CN(c1cc([N+](=O)[O-])ccc1OC)S(C)(=O)=O,0,46,-3.1,17,1.4,-0.9,-1,-14,-2.0
CC(=O)Nc1ccc(NCc2ccc(C)s2)cc1,-4,24,-0.4,9,0.8,0.2,-11,-11,-2.0
Cc1cccc(NC(=O)c2cc3c(=O)n4ccccc4nc3n(CC(C)C)c2=N)c1,5,8,-4.8,1,0.4,-0.1,1,11,-7.1
CC1(C)N([O-])C2=C(CCCC2)[N+]1=O,2,45,-3.6,20,·,·,0,-13,0.0
CCCCCn1c(C(Cc2ccccc2)NC(C)=O)nc2ccccc21 (stereo unspecified),-29,26,-1.2,-6,-0.7,-1.9,·,-4,-3.3
CC1(C)Cc2c(c(-c3ccccc3)nc3sc4c(=O)[nH]c(=S)[nH]c4c23)CO1,-4,42,-1.1,-8,0.6,-0.2,·,-12,-0.8
NC(=O)CSc1nnc(COc2ccccc2)n1C1CCCCC1,-28,20,-5.4,-2,·,·,-5,-3,-0.3
Cc1ccc(NS(=O)(=O)c2coc(C(N)=O)c2)cc1F,-5,12,-2.6,-3,1.1,-0.6,1,-9,-1.1

# An excerpt from above in order of molecular weight, falling:
SMILES,FID counter,PHOSPHO1 block,IMP-1 inh,HCV NS3 hel inh,V1R ag counter,OXTR agonist,GalR3 antag,GPR7 antag,VIM-2 inh
O=S(=O)(c1ccc(Br)cc1)N1CCN=C1SCc1cccnc1,-4,-4,-3.4,5,1.5,-0.4,-3,5,-3.6
Cc1ccc(NS(=O)(=O)c2coc(C(N)=O)c2)cc1F,-5,12,-2.6,-3,1.1,-0.6,1,-9,-1.1
COc1ccccc1C(N)=S,-2,5,0.8,1,0.9,-0.5,0,0,0.9
